KDM4E inh – qHTS Assay for Inhibitors of Human Jumonji Domain Containing 2E (JMJD2E); JMJD2E catalytic domain, FDH-coupled NADH fluorescence (FDH is formaldehyde dehydrogenase); Potency, µM (doses to about 57.1 µM), inactives show top-dose activity change, negative = inhibition, most hits filed as inhibitors; 1.6% of 230,000 active; AID 2147, 2009; active means well fitted inhibition curve with a large enough effect, not every such curve was filed as active; inconclusive means small, poorly fitted or top-dose-only effect, or another doubt; inactive means no such curve, though single readings can be large or run the other way;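 further: 0% = wells with enzyme and -100% = buffer wells without enzyme; nearly all actives have a fitted effect of over 50% in size; many of its hits are not listed in these tables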
L3MBTL1 inh – qHTS Assay for the Inhibitors of L3MBTL1. AID 485360, 2010. 0.66% of 230,000 active. Potency, µM (highest dose often 57.1 µM), for inactives: top-dose activity, negative = inhibition, hits mostly inhibitors. AlphaScreen L3MBTL1–H3K9me1 peptide binding; further: nearly all actives have a fitted effect of over 60% in size
Target sequence (Q9Y468 whole entry, looked up): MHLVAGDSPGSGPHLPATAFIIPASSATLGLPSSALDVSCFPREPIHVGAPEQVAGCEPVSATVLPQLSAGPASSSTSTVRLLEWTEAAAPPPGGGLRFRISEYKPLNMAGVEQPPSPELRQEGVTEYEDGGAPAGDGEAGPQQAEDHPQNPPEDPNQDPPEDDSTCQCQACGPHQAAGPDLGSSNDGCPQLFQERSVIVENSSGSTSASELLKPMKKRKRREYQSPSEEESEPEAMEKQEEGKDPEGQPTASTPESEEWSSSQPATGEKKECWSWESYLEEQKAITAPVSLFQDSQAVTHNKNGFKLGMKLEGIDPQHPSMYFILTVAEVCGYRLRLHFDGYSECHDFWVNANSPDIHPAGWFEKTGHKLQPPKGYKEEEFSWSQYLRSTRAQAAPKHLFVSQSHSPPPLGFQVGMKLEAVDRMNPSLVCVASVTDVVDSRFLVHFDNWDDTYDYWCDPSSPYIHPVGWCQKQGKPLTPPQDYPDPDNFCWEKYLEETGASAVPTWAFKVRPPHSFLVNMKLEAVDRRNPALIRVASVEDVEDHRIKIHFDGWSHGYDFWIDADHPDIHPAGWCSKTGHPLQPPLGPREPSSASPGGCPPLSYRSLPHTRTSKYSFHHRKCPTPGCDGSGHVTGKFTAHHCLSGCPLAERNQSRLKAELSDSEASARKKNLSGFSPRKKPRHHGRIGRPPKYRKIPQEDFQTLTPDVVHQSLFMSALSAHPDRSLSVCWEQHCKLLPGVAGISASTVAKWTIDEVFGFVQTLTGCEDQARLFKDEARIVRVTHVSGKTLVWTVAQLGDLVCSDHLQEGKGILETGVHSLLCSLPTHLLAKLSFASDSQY
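AlphaScreen assay: L3MBTL1 (50 nM final) was preincubated 30 min at room temperature with biotinylated H3(1-15)K9me1 peptide (75 nM final), then 30 min with library compounds; streptavidin donor and nickel chelate acceptor beads (10 ug/mL final) added, 30 min dark.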
RECQ1 inh – qHTS Assay for Inhibitors of RecQ-Like Dna Helicase 1 (RECQ1); ATP-dependent DNA helicase Q1 (Homo sapiens), P46063; RECQ1 DNA unwinding, red fluorescence kinetic read; Potency, µM (top dose mostly 57.3 µM), for inactives: at the top dose activity, negative = inhibition, actives largely listed as inhibitors; 0.54% of 240,000 active; AID 2549, 2010;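 further: plate controls were vehicle for no effect and no enzyme for full effect; nearly all actives have a fitted effect of over 30% in size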
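50 nM RECQ1T1 preincubated 15 min with compound in Tris pH 8.0 buffer with MgCl2, DTT, Tween-20 and 2.5 ug/ml poly(dI-dC); started with 200 nM TAMRA/BHQ-2 forked duplex and 2 mM ATP. Unwinding read as fluorescence (525/598 nm), two reads 2 h apart.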
RGS12 GoLoco inh – qHTS Assay for Inhibitors of RGS12 GoLoco Motif Activity (Red Fluorophore) | Guanine nucleotide-binding protein G(i) subunit alpha-1 (Homo sapiens), P63096 | Gai1:RGS12 GoLoco peptide FP, rhodamine, 10 min | 0.44% of 230,000 active | Potency, µM (top dose mostly 61.6 µM), for inactives: top-dose activity, negative = inhibition, usual class: inhibitors | AID 880, 2007; active means well fitted inhibition curve with a large enough effect, not every such curve was filed as active; inactive means no such curve, though single readings can be large or run the other way; further: nearly all actives have a fitted effect of over 30% in size; many of its hits are not listed in these tables
Tau FP inhib – qHTS for Inhibitors of Tau Fibril Formation, Fluorescence Polarization; Microtubule-associated protein tau (Homo sapiens), P10636; K18 P301L tau heparin fibrillization, Alexa594 FP, 6 h; Potency, µM (doses to about 57.7 µM), inactives show at the top dose activity, negative = inhibition, most hits filed as inhibitors; 0.39% of 280,000 active; further: nearly all actives have a fitted effect of over 55% in size
Target sequence (P10636 561-689 P618L limits assumed): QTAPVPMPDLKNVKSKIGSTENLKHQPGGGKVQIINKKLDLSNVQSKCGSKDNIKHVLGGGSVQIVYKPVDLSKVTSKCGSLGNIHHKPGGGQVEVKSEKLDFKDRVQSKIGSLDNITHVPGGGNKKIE
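Steps: dispense K18 P301L tau (15 uM plus 0.24 uM Alexa 594 tracer, final) in pH 7 sodium acetate; add compound; add heparin (20 uM final); incubate 6 hr, 37 C; add ThT (30 uM final); after 1 hr ambient, read FP.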
TRb-SRC2 inh – qHTS for Inhibitors of the Interaction of Thyroid Hormone Receptor and Steroid Receptor Coregulator 2. Thyroid hormone receptor beta (Homo sapiens), P10828. TRbeta-SRC2 peptide binding, fluorescence polarization; receptor liganded with 1 µM T3. Potency, µM (top dose mostly 106 µM), for the others: at the top dose activity change, negative = inhibition, hits mostly inhibitors. 0.065% of 280,000 active;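 further: plate controls were bound peptide for no effect and peptide without receptor for full effect; nearly all actives have a fitted effect of over 50% in size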
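A fluorescence polarization screen tested compounds at multiple concentrations against complex formation between 0.6 uM TRb ligand-binding domain and 20 nM Texas Red SRC2 peptide, with 1 uM T3 present; readout after 5 hr.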
TexasRed fluor – Total Fluorescence Counterscreen for Inhibitors of the Interaction of Thyroid Hormone Receptor and Steroid Receptor Coregulator 2. Potency, µM (highest dose often 106 µM), for the others: at the highest dose fluorescence change, negative = quenching. TRb/SRC2 Texas Red total fluorescence interference. 0.29% of 280,000 active. AID 1479, 2009; active means well fitted curve in either direction with a large enough effect; inconclusive means small, poorly fitted or top-dose-only effect
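Flags fluorescent or light-absorbing compounds by total fluorescence, S + 2P, at 555 nm excitation and 632 nm emission. Mixture: 20 nM Texas Red SRC2 peptide, 0.6 uM human TRb LBD, 1 uM T3, 5% DMSO; compound exposure 5 h at ambient temperature.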
Tau ThT inhib – qHTS for Inhibitors of Tau Fibril Formation, Thioflavin T Binding; Microtubule-associated protein tau (Homo sapiens), P10636; recombinant tau K18 P301L (four-repeat tau fragment), heparin-induced fibrillization, ThT fluorescence; Potency, µM (titrated, usually from 57.4 µM), for the others: at the highest dose activity, negative = inhibition, usual class: inhibitors; 2.1% of 270,000 active; AID 1460, 2008; further: nearly all actives have a fitted effect of over 55% in size
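K18 P301L tau (15 uM + 0.24 uM Alexa 594-tagged), heparin 20 uM, NaOAc pH 7, 6 h 37 C; ThT 30 uM, 1 h RT, ex 450/em 510 nm.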
* marks the source's active call; other numbers are inactive results; i = inactive; ? = inconclusive; nt = no result given; [ ] = dose if it differs, or a comment. Unless noted, the call rests on the fitted dose curve; in most records, active means well fitted curve in the direction sought with a large enough effect; inconclusive means small, poorly fitted or top-dose-only effect, or another doubt; inactive means no such curve, though single readings can be large; an effect the other way counts as inactive or inconclusive. Unless noted, on the % scale 0 is the no-effect control and ±100 the full control effect; potency means the concentration at half of the fitted maximal effect. These rows are one share of the data (hit frequency here may not be typical).

SMILES | KDM4E inh | L3MBTL1 inh | RECQ1 inh | RGS12 GoLoco inh | Tau FP inhib | TRb-SRC2 inh | TexasRed fluor | Tau ThT inhib
CC(C)NC(=O)Cn1c(SCC(=O)N2CCCc3ccccc32)nc2ccccc21 | -2.2% | 1.7% | i | 1.5% | 0.7% | -5.6% | -3.4% | 1.6%
COc1ccc(Br)cc1C(=O)Nc1ccc(O)cc1 | 3.9% | nt | 6.9% | 2.5% | -2.8% | -8.2% | -7.5% | ?
CCOc1ccc(N(Cc2ccccc2F)C2=NC3CS(=O)(=O)CC3S2)cc1 (centres undefined) | -2.4% | 0.3% | -4.6% | -0.3% | -8.4% | 8.6% | -3.1% | ?
CCc1ccccc1NC(=O)CC1CS(=O)(=O)CC1CC(=O)Nc1ccccc1CC (centres undefined) | 11.8% | 9.4% | -11.1% | 2.0% | -6.7% | 5.7% | -1.8% | -0.5%
CCCC12CN3CC(CCC)(CN(C1)C3c1ccccc1)C2=O (centres undefined) | nt | nt | nt | nt | 4.4% | 2.7% | -1.1% | -7.4%
COC(=O)c1ccc(OCc2nc(N)nc(N3CCOCC3)n2)cc1 | 0.5% | nt | i | 10.7% | 1.9% | 5.4% | 1.9% | -3.9%
CC(C)Cn1c(N)c(C(=O)COC(=O)CCc2nc3ccccc3s2)c(=O)n(C)c1=O | 6.8% | nt | -1.9% | 1.7% | -4.2% | -1.7% | 0.8% | -15.7%
Cc1c(N=Nc2ccc(O)cc2)c(=O)n(-c2ccccc2)n1C | 0.8% | ? | 19.4% | 9.1% | 2.8% | 0.0% | -0.6% | 1.9%
COc1ccc(C(C)=O)cc1Cn1nc(C)c([N+](=O)[O-])c1C | 0.1% | 21.2% | 2.4% | 8.8% | -2.6% | -5.1% | -0.1% | 0.7%
CNc1nc(-c2ccc3c(c2)CCN3C(=O)c2ccccc2F)cs1 | -17.2% | -2.7% | i | 15.1% | 5.6% | 4.7% | -5.0% | ?
CC(C)(C)OC(=O)N1CCC(c2c(C(=O)N3CCN(C(=O)c4ccco4)CC3)cnn2-c2ccccc2)CC1 | nt | nt | nt | nt | -3.8% | 0.8% | -1.2% | 1.6%
COc1ccccc1N(C)S(=O)(=O)c1ccc(C(=O)NC(C)(C)C)cc1 | -1.2% | nt | -2.4% | -27.4% | 9.3% | 2.9% | -1.3% | 9.3%
COc1ccc(CCNc2ncnc3c2cnn3-c2cc(Cl)ccc2C)cc1 | nt | nt | nt | nt | -5.2% | 2.1% | 1.0% | -6.4%
Cc1cc(C)c(C#N)c(Sc2nnnn2-c2ccccc2)n1 | -0.9% | 7.3% | i | -6.2% | 7.2% | 13.1% | 1.8% | -3.4%
CC(C)(C)NC(=O)c1oc2ccccc2c1COc1ccccc1 | 2.4% | 5.2% | -1.9% | -8.4% | 0.7% | 13.3% | 15.2% | -0.7%
CCCCNS(=O)(=O)c1ccc(OC)c(Cl)c1Cl | 8.2% | -3.8% | 7.1% | 5.0% | -0.9% | -4.5% | -8.8% | 2.3%
CC(C)(C)NC(=O)C(c1ccncc1)N(C(=O)C1CSC(=O)C1)c1ccccc1 (centres undefined) | -7.3% | -1.0% | -8.6% | 4.5% | 3.3% | -1.8% | -1.4% | -10.3%
COc1ccc(NCC(=O)N/N=C/C2CCCCC2)cc1 | -9.2% | -9.0% | -1.6% | 2.6% | -1.7% | 0.2% | 0.4% | -17.5%
CCN(CC)S(=O)(=O)c1cc(OC)c(C)cc1C | -8.1% | 3.8% | i | -6.8% | -8.1% | -4.9% | -0.3% | -5.8%
CCSc1ncc(Cl)c(C(=O)N(Cc2ccc(N(C)C)cc2)Cc2ccco2)n1 | nt | nt | nt | nt | 5.6% | 6.6% | ? | ?
COc1cc(C(=O)NCCc2ccc(S(N)(=O)=O)cc2)cc(OC)c1OC | 1.7% | -3.9% | i | nt | 3.5% | -21.9% | 2.2% | 0.7%
Cc1cc(O)ccc1NC(=O)c1ccccc1 | 0.8% | 9.9% | -12.9% | 7.3% | -7.8% | -7.1% | -0.7% | -10.5%
CSc1nc(NCc2ccco2)c2ccccc2n1 | ? | nt | -5.8% | 8.4% | -8.5% | -7.5% | -3.4% | -17.5%
O=C(c1cccc(S(=O)(=O)N2CCOCC2)c1)N1CCN(c2ccc(F)cc2)CC1 | 4.3% | 9.3% | i | -3.1% | 8.0% | 1.5% | -0.1% | -7.8%

Quoted at random: 2 entries already listed, in no set order.
SMILES | KDM4E inh | L3MBTL1 inh | RECQ1 inh | RGS12 GoLoco inh | Tau FP inhib | TRb-SRC2 inh | TexasRed fluor | Tau ThT inhib
Cc1cc(O)ccc1NC(=O)c1ccccc1 | 0.8% | 9.9% | -12.9% | 7.3% | -7.8% | -7.1% | -0.7% | -10.5%
CC(C)(C)NC(=O)C(c1ccncc1)N(C(=O)C1CSC(=O)C1)c1ccccc1 (centres undefined) | -7.3% | -1.0% | -8.6% | 4.5% | 3.3% | -1.8% | -1.4% | -10.3%

Continuation.
SMILES | KDM4E inh | L3MBTL1 inh | RECQ1 inh | RGS12 GoLoco inh | Tau FP inhib | TRb-SRC2 inh | TexasRed fluor | Tau ThT inhib
N#Cc1c(N2C(=O)Nc3ccccc3N2O)sc2c1CCCC2 | 0.8% | nt | -5.1% | 1.6% | 5.5% | 1.9% | -1.6% | -7.5%
CC1(c2ccccc2)NC(=O)N(CC(=O)NC(=O)NC2CCCC2)C1=O (centres undefined) | -6.3% | -6.6% | -0.5% | 1.8% | 0.8% | 10.8% | 0.8% | 10.1%
CCC(Cc1ccccc1)NC(=O)CN1C(=O)CSc2ncccc21 (centres undefined) | 8.8% | 3.5% | 10.3% | -2.1% | 1.4% | -2.0% | 3.8% | 1.4%
Cc1n(CC(O)COC2CCCCC2)c2ccccc2[n+]1C (centres undefined) | 1.1% | -2.7% | 3.8% | 7.08µM* | 4.3% | -17.4% | -1.1% | -8.7%
COc1ccc(-c2cc3nc(C)c(CCC(=O)N4CCN(c5ccccn5)CC4)c(C)n3n2)c(OC)c1 | 12.6µM* | nt | -2.0% | -2.0% | -3.6% | -4.2% | 0.3% | -13.8%
Cn1c(=O)cc(OCC(=O)NC2CCCCC2)c2ccccc21 | 2.6% | 2.7% | -2.7% | 5.9% | -2.8% | 0.0% | -5.9% | -3.6%
COc1cccc(/C=C/C(=O)OCC(=O)Nc2ccc(Cl)c(S(=O)(=O)N(C)C)c2)c1OC | ? | 2.0% | -5.3% | 8.7% | ? | 6.1% | 0.6% | -8.0%
CN1CCN(S(=O)(=O)c2ccc(-c3ccc(S(=O)(=O)N4CCN(C)CC4)cc3)cc2)CC1 | -2.2% | 1.6% | -4.7% | 2.1% | -5.0% | -1.5% | 1.2% | -1.0%
Cc1cccc(Nc2ncnc3c2cnn3C)c1 | ? | 3.5% | i | 22.9% | -0.1% | -2.1% | -1.6% | -0.8%
COc1cccc(N(CC(=O)NC(C)(C)C)C(=O)C2CSC(=O)C2)c1 (centres undefined) | 7.1% | nt | -4.4% | -15.5% | 0.0% | 5.9% | -0.4% | -8.7%
Cc1ccc(OCC(=O)NCCC2=CCCCC2)cc1 | -2.2% | 21.5% | 7.1% | 3.4% | -10.2% | 8.1% | 0.4% | -2.9%
CC1(C)CC(=O)/C(=C(/O)Cc2ccccc2)C(=NCCc2ccccc2)C1 | -3.2% | 9.9% | -4.9% | -3.8% | -3.9% | 2.0% | -7.6% | -15.8%
Cc1ccc(S(=O)(=O)c2c(C)cc(C)nc2N2CCCC2)cc1 | -27.9% | -4.1%[11.4 µM] | -14.1% | 13.3% | -4.1% | 3.5% | -5.9% | -1.7%
CC(C)N1CC2=C(C1=O)C(c1ccc(O)cc1)NC(=O)N2C (centres undefined) | -6.0% | nt | -5.9% | 1.6% | -1.3% | -7.7% | -4.4% | -4.8%
COc1ccc(C(=O)NCC(c2ccc(N(C)C)cc2)N2CCc3ccccc32)c(OC)c1 (centres undefined) | nt | nt | nt | nt | 1.7% | -3.1% | -1.1% | ?
CCCC(c1nnnn1Cc1ccc2c(c1)OCO2)N1CCC(C(N)=O)CC1 (centres undefined) | ? | -1.3% | i | 9.2% | -4.6% | -3.0% | -0.2% | 4.0%
CCOC(=O)c1c(C)[nH]c(C)c1S(=O)(=O)N(C)CC(=O)Nc1ccc(C)cc1Br | nt | nt | nt | nt | -1.8% | -2.4% | -1.1% | 0.9%
Cc1cc(C(F)(F)F)cc(NNC(=O)NC(=O)c2c(F)cccc2Cl)n1 | -5.3% | 0.3% | i | 5.3% | 6.5% | 2.5% | 0.6% | 4.1%
COC(=O)Cc1[nH]nc2c1C(c1cccc(OC)c1OC)C(C#N)=C(N)O2 (centres undefined) | ? | 11.0% | -0.1% | -19.3% | 4.1% | -1.3% | -8.5% | -8.0%
CC1=C(C(=O)OCc2ccccc2)C(c2ccco2)C2=C(CC(C)(C)CC2=O)N1 (centres undefined) | ? | 0.3% | -8.0% | -8.4% | -4.6% | -2.2% | -2.4% | -6.9%
COc1ccc(C)cc1NC(=O)CN1CCN(c2ccc(F)cc2)CC1 | -1.4% | -12.9% | -5.7% | -4.0% | 0.5% | 0.7% | -3.2% | ?
COc1ccccc1C(=O)NC(=S)Nc1ccc(N2CCCC2)cc1 | -3.2% | -1.2% | -0.1% | 8.2% | 18.4% | -1.5% | -1.4% | ?
CCN(CCNC(=O)c1cccc(N2CCCC2=O)c1)c1ccccc1 | 14.9% | nt | -9.9% | -9.7% | 10.4% | 6.2% | 1.3% | -12.4%

As entered above:
Cc1cc(C(F)(F)F)cc(NNC(=O)NC(=O)c2c(F)cccc2Cl)n1 in Tau FP inhib is entered as 6.5%
CC1=C(C(=O)OCc2ccccc2)C(c2ccco2)C2=C(CC(C)(C)CC2=O)N1 (centres undefined) in L3MBTL1 inh is entered as 0.3%

Compound activity (PubChem)
